Source: PubChem
Pf apPOL block – Pf-apPOL DNA polymerase inhibition; Recombinant Pf-apPOL, molecular beacon fluorescence, 1.5 h; inhibition, % at 10 µM; actives 0.25% (n = 210,000)
mHTT CaM bind – inhibitors of human mutant huntingtin-calmodulin interaction; AlphaScreen His-mHTT/GST-CaM binding, luminescence; inhibition, % at 15 µM; actives 3.6% (n = 190,000);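 further: 0% = both proteins with DMSO and 100% = one protein alone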
Target sequence (P42858 whole entry, looked up, stated change not applied): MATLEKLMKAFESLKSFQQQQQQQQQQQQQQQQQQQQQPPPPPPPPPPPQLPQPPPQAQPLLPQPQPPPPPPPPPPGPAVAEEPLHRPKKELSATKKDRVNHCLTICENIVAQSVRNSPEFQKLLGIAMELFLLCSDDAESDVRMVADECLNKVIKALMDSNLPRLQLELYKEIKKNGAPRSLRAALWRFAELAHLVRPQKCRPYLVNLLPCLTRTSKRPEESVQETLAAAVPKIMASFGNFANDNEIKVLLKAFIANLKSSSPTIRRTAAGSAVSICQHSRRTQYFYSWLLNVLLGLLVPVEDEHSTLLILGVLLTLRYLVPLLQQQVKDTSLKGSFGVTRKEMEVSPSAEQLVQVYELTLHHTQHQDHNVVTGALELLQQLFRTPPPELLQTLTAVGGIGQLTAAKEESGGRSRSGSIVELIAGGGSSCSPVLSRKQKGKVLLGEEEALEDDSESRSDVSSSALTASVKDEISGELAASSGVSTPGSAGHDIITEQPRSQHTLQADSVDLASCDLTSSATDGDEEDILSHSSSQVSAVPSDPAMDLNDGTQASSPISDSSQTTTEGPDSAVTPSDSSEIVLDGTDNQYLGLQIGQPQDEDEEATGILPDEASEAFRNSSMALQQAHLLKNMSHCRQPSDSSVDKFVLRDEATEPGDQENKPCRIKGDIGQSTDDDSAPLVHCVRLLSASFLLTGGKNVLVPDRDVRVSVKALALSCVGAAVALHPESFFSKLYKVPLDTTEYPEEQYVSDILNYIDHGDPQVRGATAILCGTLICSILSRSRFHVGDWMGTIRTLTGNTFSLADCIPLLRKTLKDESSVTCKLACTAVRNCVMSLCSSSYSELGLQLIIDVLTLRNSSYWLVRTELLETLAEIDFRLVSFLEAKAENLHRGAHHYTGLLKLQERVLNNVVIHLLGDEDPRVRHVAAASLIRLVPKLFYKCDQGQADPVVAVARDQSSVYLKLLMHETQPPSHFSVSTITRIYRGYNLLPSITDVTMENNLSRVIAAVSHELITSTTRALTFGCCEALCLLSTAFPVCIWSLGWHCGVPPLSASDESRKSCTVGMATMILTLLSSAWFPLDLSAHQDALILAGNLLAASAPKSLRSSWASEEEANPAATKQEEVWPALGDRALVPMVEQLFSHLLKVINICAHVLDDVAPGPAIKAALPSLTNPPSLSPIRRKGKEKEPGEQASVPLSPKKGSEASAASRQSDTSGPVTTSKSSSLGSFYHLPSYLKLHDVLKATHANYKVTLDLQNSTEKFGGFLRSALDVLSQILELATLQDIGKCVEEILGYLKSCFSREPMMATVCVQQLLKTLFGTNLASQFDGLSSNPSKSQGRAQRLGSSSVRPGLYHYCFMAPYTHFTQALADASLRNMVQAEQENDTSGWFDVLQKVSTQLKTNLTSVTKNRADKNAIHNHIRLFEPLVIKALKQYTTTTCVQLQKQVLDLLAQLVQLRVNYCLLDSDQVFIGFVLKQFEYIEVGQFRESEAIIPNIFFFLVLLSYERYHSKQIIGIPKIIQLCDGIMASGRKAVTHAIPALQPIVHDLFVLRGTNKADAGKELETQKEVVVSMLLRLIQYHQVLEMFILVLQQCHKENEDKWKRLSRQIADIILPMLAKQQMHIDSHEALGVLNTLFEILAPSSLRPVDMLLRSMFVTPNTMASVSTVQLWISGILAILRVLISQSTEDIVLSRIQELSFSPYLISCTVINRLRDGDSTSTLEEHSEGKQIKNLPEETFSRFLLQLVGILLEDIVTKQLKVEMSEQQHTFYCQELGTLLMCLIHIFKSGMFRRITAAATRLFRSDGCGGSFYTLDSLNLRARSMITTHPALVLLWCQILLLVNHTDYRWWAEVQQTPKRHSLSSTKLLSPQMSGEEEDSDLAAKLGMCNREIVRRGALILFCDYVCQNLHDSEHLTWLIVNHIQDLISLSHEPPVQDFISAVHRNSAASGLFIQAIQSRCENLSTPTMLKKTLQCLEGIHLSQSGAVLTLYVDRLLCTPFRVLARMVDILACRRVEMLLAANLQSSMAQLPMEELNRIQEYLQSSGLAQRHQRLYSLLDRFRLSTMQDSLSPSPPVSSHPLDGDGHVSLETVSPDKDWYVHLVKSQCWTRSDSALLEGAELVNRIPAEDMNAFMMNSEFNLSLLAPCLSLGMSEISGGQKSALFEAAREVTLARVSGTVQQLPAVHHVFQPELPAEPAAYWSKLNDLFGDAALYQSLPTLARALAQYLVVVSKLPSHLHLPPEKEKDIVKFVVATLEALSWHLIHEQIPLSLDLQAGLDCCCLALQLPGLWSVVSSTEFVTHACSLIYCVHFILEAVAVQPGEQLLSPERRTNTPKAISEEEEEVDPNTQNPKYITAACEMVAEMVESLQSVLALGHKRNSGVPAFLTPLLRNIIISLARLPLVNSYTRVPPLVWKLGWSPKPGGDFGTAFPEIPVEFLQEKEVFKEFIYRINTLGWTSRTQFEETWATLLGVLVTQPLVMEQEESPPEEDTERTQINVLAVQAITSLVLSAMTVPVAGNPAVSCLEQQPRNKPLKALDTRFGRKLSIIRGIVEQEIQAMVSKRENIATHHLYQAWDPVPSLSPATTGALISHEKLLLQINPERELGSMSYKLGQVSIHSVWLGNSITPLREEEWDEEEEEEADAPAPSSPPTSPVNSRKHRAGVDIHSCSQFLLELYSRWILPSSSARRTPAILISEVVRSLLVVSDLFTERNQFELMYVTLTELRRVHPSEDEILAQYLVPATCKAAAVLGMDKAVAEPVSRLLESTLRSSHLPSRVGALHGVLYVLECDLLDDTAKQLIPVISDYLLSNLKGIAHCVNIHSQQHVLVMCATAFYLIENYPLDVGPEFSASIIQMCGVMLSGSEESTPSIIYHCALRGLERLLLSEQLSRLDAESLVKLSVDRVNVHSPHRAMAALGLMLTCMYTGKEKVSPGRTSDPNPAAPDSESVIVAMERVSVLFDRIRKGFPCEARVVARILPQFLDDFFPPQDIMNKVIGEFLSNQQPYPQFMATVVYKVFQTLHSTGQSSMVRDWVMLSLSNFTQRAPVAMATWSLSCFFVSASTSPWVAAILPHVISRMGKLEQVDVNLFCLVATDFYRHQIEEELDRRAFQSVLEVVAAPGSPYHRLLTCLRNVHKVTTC
Starred values were filed as active, the others as inactive; / = no result given; & = joins results of further samples. No stated cut-off is given here; in the data, active means inhibition above about 50%; inactive means the rest. This is a subset. The share of hits here may be higher or lower than overall.

SMILES | Pf apPOL block | mHTT CaM bind
O=C1OC(c2ccco2)=N/C1=C\c1cc(Br)cs1 | -2 | -1
COCCCNc1nc2c(c(=O)n(C)c(=O)n2C)n1Cc1c(F)cccc1Cl | 1 | -3
O=C(NCc1ccccn1)C(=O)Nc1cccc(Cl)c1 | -2 | 0
Cc1cccn2cc(C(=O)NCCC3=CCCCC3)nc12 | -2 | 3
CNCC12CCCC1N(CCOC)C(=O)CC2 (stereo unspecified) | -8 | -9
COc1cccc(C=C2SC(=S)N(C(C(=O)O)C(C)C)C2=O)c1OC (stereo unspecified) | -20 | 26
O=C(c1ccccc1)N1CCC2(C1)C(=O)Nc1ccccc12 (stereo unspecified) | -1 | -5
CC(=O)c1cccc(NC(=O)CN(c2ccccc2F)S(C)(=O)=O)c1 | -5 | -2
Cc1cccc(C2=N/C(=C\c3cccs3)C(=O)O2)c1 | 0 | 2
COc1ccc(-n2cc(C(=O)N3CCN(c4ccccc4F)CC3)c3ccccc3c2=O)cc1 | -4 | 42
COc1cc2c(cc1NC(C)=O)CCCC2 | -1 | 2
COc1ccc(-c2cn3ccn(-c4ccc(C(C)C)cc4)c(=O)c3n2)cc1OC | -1 | 0
COc1ccc2sc(C(=O)NC(C)c3ccccc3)c(Cl)c2c1 (stereo unspecified) | -3 | -2
CCCCn1cc2c3c(cccc31)CN(C(=O)Nc1ccc3c(c1)OCO3)CC2 | -4 | -10
O=C(C1COc2ccccc2O1)N1CCC(CCOc2ccc(F)cc2)CC1 (stereo unspecified) | -8 | -11
O=C(NCCN1CCN(c2ccc(Cl)cc2)CC1)C(=O)Nc1ccc2c(c1)OCCO2 | -2 | -12
CCOC(=O)C1C(=O)C=C(c2cccc(OC)c2)CC1c1cccs1 (stereo unspecified) | 0 | -11
COc1ccccc1C1=NOC(C(=O)N2CCCCCC2)C1 (stereo unspecified) | -5 | -5
CNCC(O)Cn1c2ccccc2c2ccccc21 (stereo unspecified) | 4 | 13
O=C(NCC1CC1)C1CCN(c2ncccc2-c2nc(-c3cccc(Cl)c3)no2)CC1 | -6 | -8
CCc1c(-c2ccccc2)n(-c2ccccc2)c2nc3c(c(=O)n(C)c(=O)n3C)n12 | 0 | 8
Cc1c(C(=O)Cn2ccnc2)sc2ccc(Cl)cc12 | -61 | /
O=C(N1CCCC1)C12CC3CC(CC(Cl)(C3)C1)C2 | 0&1 | -1&-4
COc1nn(-c2nc(-c3ccccc3)cc(C(F)(F)F)n2)c(C)c1[N+](=O)[O-] | 0 | -1
CCCN1CC=C2C(C#N)=C(N)C(C#N)(C#N)C(c3cccnc3)C2C1 (stereo unspecified) | 4 | 4
COc1ccc(S(=O)(=O)N2CCc3nc(NC(=O)c4ccccc4C)sc3C2)cc1 | 11 | 10
CS(=O)(=O)N1CCC(C(=O)NCCCn2nc(-c3ccncc3)ccc2=O)CC1 | -4 | -14
Cc1ccc(N2CC(C(=O)Nc3ccc(C)c(Cl)c3)CC2=O)cc1 (stereo unspecified) | -2 | 0
FC(F)Oc1ccc(C2CC(c3ccc(Cl)cc3)Nc3ncnn32)cc1 (stereo unspecified) | -1 | 17
O=C1C2C3C=CC(C2C(=O)N1C1CCCCC1)C1C2C(=O)N(C4CCCCC4)C(=O)C2C31 (stereo unspecified) | -5 | 3
CCOC(=O)CNC(=O)NC1CCN(c2nc3ccccc3n(CC(C)C)c2=O)CC1 | -1 | 7
O=C(Nc1ccc2c(c1)OCCO2)C1CCN(S(=O)(=O)c2ccc(Cl)cc2)CC1 | -3 | 3
O=S1(=O)C[C@H](N2CCN(CC3CC3)CC2)[C@@H](COCc2ccccc2)N1 | -2 | 2
Nc1nnc(SCC(=O)c2ccccc2)s1 | -7 | -1
OC(COC1CCCCC1)Cn1c2ccccc2c2ccccc21 (stereo unspecified) | -7 | /
O=C(O)c1ccc2c(c1)C(=O)N(c1ccc(-c3nc4ccccc4[nH]3)cc1)C2=O | 2 | 15
C=CCc1cccc2cc(C(=O)Nc3ccccc3C(=O)O)c(=O)oc12 | 8 | 2
CC1CC(C)CN(CC(O)COCCOc2ccc(C(C)C)cc2)C1 (stereo unspecified) | -7 | -2
COc1ccc(CCNC(=O)CNS(=O)(=O)c2cccs2)cc1OC | -1 | 4
O=C(NCC1CCCO1)c1cc(Sc2ccc(Cl)cc2)nc2ccccc12 (stereo unspecified) | -5 | 9
Cc1ccc(NC(=O)COc2nc(C)nc3ccccc23)c(Cl)c1 | 1 | 0
O=C(NC1CC1)c1cccc(OCC2CCCN(C(=O)c3ccc(C(F)(F)F)cc3)C2)c1 (stereo unspecified) | 2 | 17
COc1ccc(CN2C[C@H](Cc3ccccc3)[C@@H](CC(=O)Nc3ccccc3)C2=O)cc1 | -7 | 68*
Cc1ccc(Cl)cc1NC(=O)Nc1nnc2ccccn12 | 1 | -10
O=C(NCCOc1cccc(Cl)c1Cl)c1cncc(Br)c1 | -3 | 1
O=c1cc(C(F)(F)F)cc[nH]1 | -6 | /
CS(=O)(=O)N1CCN(C(=O)C(c2ccccc2)n2cccc2)CC1 (stereo unspecified) | 3 | 22
COc1cccc(C2C(C(=O)Nc3ccccn3)=C(C)NC3=C2C(=O)CC(C)(C)C3)c1 (stereo unspecified) | 0 | 4
Cc1cc2ccccc2n1CCNS(=O)(=O)c1ccc(Br)cc1 | -1 | 36
CCN(CC)c1ccc(C=Nc2ccc(S(N)(=O)=O)cc2)cc1 | 2 | -3
CCOCCCNC(=O)N1CCCCCC1c1cccc(C)c1 (stereo unspecified) | 0 | -1
Cc1c(NC(=O)C(c2ccccc2)c2ccccc2)cccc1[N+](=O)[O-] | -6 | 0
CSc1nnc2c(n1)OC(c1ccncc1)Nc1ccccc1-2 (stereo unspecified) | 0 | 7
COc1cc(C(=O)Nc2ccccn2)cc(OC)c1OC | -2&-6 | -1
Cc1ccsc1C(=O)N1CCN(C(=O)c2nnn3c2COC(c2ccccc2)C3)CC1 (stereo unspecified) | 4 | 7
O=C1NC(c2ccc(Br)cc2)=C(c2ccccc2)C1=O | -3 | 53*
O=C(Nc1c2c(nn1-c1ccc(Cl)cc1)CS(=O)(=O)C2)c1cccc(Br)c1 | -2 | 34
COc1ccc(C)cc1N1CCN(C(=O)C(C)C)C(C)C1=O (stereo unspecified) | -3 | -2
Cc1c(C(=O)N2CCC(C)CC2)oc2ccc(S(=O)(=O)N3CCCCC3)cc12 | -5 | 1
Cc1ccc(NC(=O)CS(=O)(=O)c2cn(C)c3ccccc23)c(C)c1 | -5 | -2

Single values from above.
Cc1c(C(=O)N2CCC(C)CC2)oc2ccc(S(=O)(=O)N3CCCCC3)cc12 in Pf apPOL block has -5
C=CCc1cccc2cc(C(=O)Nc3ccccc3C(=O)O)c(=O)oc12 in mHTT CaM bind has 2
COc1cccc(C2C(C(=O)Nc3ccccn3)=C(C)NC3=C2C(=O)CC(C)(C)C3)c1 (stereo unspecified) in mHTT CaM bind has 4
O=C(Nc1c2c(nn1-c1ccc(Cl)cc1)CS(=O)(=O)C2)c1cccc(Br)c1 in mHTT CaM bind has 34
O=C(NCC1CCCO1)c1cc(Sc2ccc(Cl)cc2)nc2ccccc12 (stereo unspecified) in Pf apPOL block has -5
O=C1NC(c2ccc(Br)cc2)=C(c2ccccc2)C1=O in Pf apPOL block has -3

Further entries follow:
SMILES | Pf apPOL block | mHTT CaM bind
O=C(CN1CCN(C(=O)Nc2ccc(Cl)cc2)CC1=O)NC1CCCCC1 | 20 | -2
COc1ccc2c(ccc[n+]2[O-])c1 | / | -8
COc1cccc(-n2nc(C(=O)Nc3ccc(C)c(F)c3)c3ccccc3c2=O)c1 | -4 | -2
COc1ccc(-n2nc3c(c2NC(=O)/C=C/c2ccccc2)CS(=O)(=O)C3)cc1 | -4 | 1
O=C1CC(Nc2ccc(N3CCOCC3)cc2)C(=O)N1c1ccc(SC(F)F)cc1 (stereo unspecified) | -19&-12 | -2&2
CC1CCCC(NC(=O)CCSCc2cccc(Cl)c2)C1C (stereo unspecified) | -2 | 7
O=C(NCCn1ncccc1=O)Nc1ccc(OC(F)(F)F)cc1 | -10 | -18
COc1ccc(NC(C)(C)c2nnnn2-c2c(C)cccc2C)cc1 | 0 | 8
COc1ccc(CN2CCN(Cc3cccc([N+](=O)[O-])c3)CC2)c(OC)c1 | 0 | 0
CCOc1nccnc1N1CCC(NC(=O)c2ccc3cc[nH]c3c2)C1 (stereo unspecified) | -5 | 22
CC1Oc2ccc(NC(=O)C3CC3)cc2CN(Cc2ccccc2F)C1=O (stereo unspecified) | -4 | 2
CC(NC(=O)C1CCN(c2cncnc2N(C)C)CC1)c1ccccc1 (stereo unspecified) | 5 | 6
Cc1ccc(N(CN2C(=O)c3ccc([N+](=O)[O-])cc3C2=O)C(=O)c2ccco2)cc1 | -6 | 10
CC1CCN(C(=O)CNC(=O)c2ccccc2)CC1 | -1 | -2
O=C(CSc1nnc2c(n1)[nH]c1ccccc12)Nc1cc(C(F)(F)F)ccc1Cl | -1 | 1
Cc1ccc(S(=O)(=O)N(c2ccccc2F)C(F)F)cc1 | 4 | -40
O=C(Nc1nccs1)c1ccc2c(c1)C(=O)N(Cc1ccccc1)C2=O | -2 | 3
O=C(Nc1ccc(C(=O)N2CCCCC2)cc1)C1C2CC3OC(=O)C1C3C2 (stereo unspecified) | -6 | -2
COc1ccccc1N/C=C(\C#N)c1nc(-c2ccc(OC)c(OC)c2)cs1 | -5 | 4
CCOc1ccc(NC(=O)N2CCC(c3nc(C(=O)N(C)C)c(C)o3)CC2)cc1 | 3 | -4
Cn1c(=O)[nH]c(=O)c2c1ncn2CCCNC1=NCCCC1 | -3 | 3
CSc1cccc(NC(=O)N2CCc3c(nc4cc[nH]n4c3=O)C2)c1 | 4 | 14
COC(=O)c1ccccc1NC(=O)c1noc2c1CCCC2 | -1 | -12
COCCNC(=O)N1CCC(c2noc(N)c2C(C)C)CC1 | -3 | -5
CC(C)(C)c1ccccc1OCCCSC#N | -7 | -92
COc1cccc(C(=O)NCC(c2ccc3c(c2)CCCN3C)N2CCOCC2)c1OC (stereo unspecified) | -10 | -7
CCC1C(=O)N=C(SCC(=O)Nc2ccccn2)NC1=O (stereo unspecified) | 0 | 4
CCOc1ccc(-c2nc3s/c(=C\c4ccccc4Cl)c(=O)n3n2)cc1 | 7 | 1
Cc1nc2c(oc3ccccc32)c(=O)o1 | / | -7
COc1ccc(CC(=O)c2ccc(O)c(CN3CCC(C)CC3)c2O)cc1OC | -10 | 3

Going on with the list:
Values run as follows: Pf apPOL block, mHTT CaM bind
- CSc1c(CC(=O)Nc2cccc(C(F)(F)F)c2)n(C)c2ccccc12
    -7, 3
- CCC(C)NC(=O)N1CCc2cn(CC)c3cccc(c23)C1 (stereo unspecified)
    1, 8
- CC(=O)NC(c1ccco1)c1ccc2cccnc2c1O (stereo unspecified)
    -2&-2, 100*
- Cc1noc(C)c1C(=O)N1CCCC1c1ccc(Cl)cc1 (stereo unspecified)
    0, -4
- CCN(CC)C(=O)C1CCCN(C/C=C/c2ccccc2[N+](=O)[O-])C1 (stereo unspecified)
    -4, 0
- CN(C)c1ncncc1N1CCC(C(=O)NCc2ccc(Cl)cc2)CC1
    -9, 8
- O=C1CC2(CCN(C(=O)C(=O)c3c[nH]c4ccccc34)CC2)Oc2ccccc21
    -7, 26
- CCn1c(CN2c3ccccc3Sc3ccccc32)n[nH]c1=S
    -12, /
- Cc1ccc(NC(=O)N2CCC(n3cnc4ccc(Cl)cc4c3=O)CC2)cc1C
    -1, -6
- O=C(NCc1ccc(C(F)(F)F)cc1)C1CCCN(c2cn[nH]c(=O)c2)C1 (stereo unspecified)
    -2, -10
- O=C(Nc1ccccc1)c1ccccc1OCC1C[N+]23CCO[B-]2(OCC3)O1 (stereo unspecified)
    -2, -2
- O=C(CSc1nnc(-c2cccs2)o1)Nc1nc(-c2ccccc2)cs1
    -2, -12
- CN(C)c1cc(OC2CCN(C(=O)c3ccsc3)C2)ncn1 (stereo unspecified)
    -13, -2
- COc1ccc(CC(=O)Nc2nnc(-c3ccc(C)cc3)s2)cc1OC
    -6, -13
- CCOC(=O)c1ccc2nc(N=CNO)sc2c1
    -2, /

Quoted at random: 6 records from the list, in no set order.
Values run as follows: Pf apPOL block, mHTT CaM bind
- Cc1ccc(N2CC(C(=O)Nc3ccc(C)c(Cl)c3)CC2=O)cc1 (stereo unspecified)
    -2, 0
- Cc1noc(C)c1C(=O)N1CCCC1c1ccc(Cl)cc1 (stereo unspecified)
    0, -4
- CCC1C(=O)N=C(SCC(=O)Nc2ccccn2)NC1=O (stereo unspecified)
    0, 4
- O=C1CC(Nc2ccc(N3CCOCC3)cc2)C(=O)N1c1ccc(SC(F)F)cc1 (stereo unspecified)
    -19&-12, -2&2
- Cn1c(=O)[nH]c(=O)c2c1ncn2CCCNC1=NCCCC1
    -3, 3
- OC(COC1CCCCC1)Cn1c2ccccc2c2ccccc21 (stereo unspecified)
    -7, /

Continued.
Values run as follows: Pf apPOL block, mHTT CaM bind
- O=C(CN1C(=O)CCC1=O)N1CCC(c2nnc(C3CC3)o2)CC1
    -5, -18
- COc1cccc(/C=C2/N=C(c3ccccc3F)OC2=O)c1OC
    0, -1
- Cc1ccsc1C=C1Oc2cc(OC(=O)c3ccc4c(c3)OCO4)ccc2C1=O
    -1, 6
- CN1CCN(C(CNC(=O)c2ccc3nsnc3c2)c2ccc(F)cc2)CC1 (stereo unspecified)
    -8, -5
- O=C(c1ccc(S(=O)(=O)Cc2cccc(F)c2)c([N+](=O)[O-])c1)N1CCCCC1
    -3, 8
- COc1ccc(NC(=O)CSCc2ccc(C#N)cc2)cc1
    -1, -4
- Cc1ccc(NCN2C(=O)C3CC(Br)C(Br)CC3C2=O)cc1C (stereo unspecified)
    -3, 9
- CC(C)C(=O)NCc1csc(C2CCCN(C(=O)c3ccc(Cl)cc3)C2)n1 (stereo unspecified)
    -3, -1
- Cc1nnc(SCc2c(Cl)cccc2Cl)n1-c1ccc2c(c1)OCCO2
    4, /
- O=C(Cn1nc2c(cc1=O)CCCC2)Nc1cccc(F)c1
    5, -5
- Cc1cc(OCC(=O)Nc2ccccc2C(N)=O)cc(C)c1Cl
    5, 2
- O=C1C=CC(=NS(=O)(=O)c2ccc(F)cc2)c2ccccc21
    -4, 100*
